TNAP inh hi DEA: inhibitors of human TNAP at high phosphate acceptor concentration; P05186; purified TNAP, CDP-star luminescence, 1 M DEA; inhibition, % at 20 µM; actives 0.03% (n = 200,000); AID 1135;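 active means over 50% inhibition of tissue-nonspecific alkaline phosphatase at 20 µM in the single-dose screen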;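 further: plate controls were DMSO wells for no effect and EDTA-quenched wells as full inhibition for full effect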
Target sequence (P05186 whole entry, looked up): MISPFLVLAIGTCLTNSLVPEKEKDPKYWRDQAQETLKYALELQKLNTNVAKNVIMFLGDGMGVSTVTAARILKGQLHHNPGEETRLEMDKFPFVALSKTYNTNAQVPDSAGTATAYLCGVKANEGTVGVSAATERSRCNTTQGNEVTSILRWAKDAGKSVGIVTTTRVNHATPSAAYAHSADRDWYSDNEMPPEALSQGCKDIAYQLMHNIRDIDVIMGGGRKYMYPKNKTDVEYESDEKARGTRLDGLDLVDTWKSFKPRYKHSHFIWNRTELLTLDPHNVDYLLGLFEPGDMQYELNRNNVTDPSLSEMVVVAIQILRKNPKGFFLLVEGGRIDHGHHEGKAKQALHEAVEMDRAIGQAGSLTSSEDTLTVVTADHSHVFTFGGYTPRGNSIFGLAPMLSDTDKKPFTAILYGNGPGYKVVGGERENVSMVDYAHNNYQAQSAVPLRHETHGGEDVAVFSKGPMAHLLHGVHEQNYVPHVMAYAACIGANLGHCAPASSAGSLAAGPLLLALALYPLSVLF
bIAP inh: blocks bovine intestinal alkaline phosphatase activity; 190,000 tested, under 10 active; inhibition, % at 20 µM; purified bovine IAP, CDP-star luminescence, 30 min;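 active means over 50% inhibition of intestinal alkaline phosphatase at 20 µM in the single-dose screen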
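System: purified bovine intestinal alkaline phosphatase (IAP) enzyme; Input: IAP diluted 1/65,000,000 in the well; Measured by: CDP-star luminescence signal; Compound dosing: 20 µM single dose; Incubation: 30 min reaction at room temperature.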
bIAP act: increases bovine intestinal alkaline phosphatase activity; purified bovine IAP, CDP-star luminescence, 30 min; stronger effect = higher value; fold of DMSO-control signal, blank-subtracted; activation factor at 20 µM; actives 0.17% (n = 200,000);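 active means activation factor of 2 or more at 20 µM, a signal rise over negative controls twice the positive control's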
FLuc inh counter: inhibits firefly luciferase, flagging false hits in luciferase inhibition screens; inhibition, % at 10 µM; actives 1.5% (n = 200,000); ATPLite firefly luciferase biochemical luminescence, 10 min; P08659;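 active means inhibition above about 50% when tested at 10 µM, limit read from the data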
Target sequence (P08659 whole entry, looked up): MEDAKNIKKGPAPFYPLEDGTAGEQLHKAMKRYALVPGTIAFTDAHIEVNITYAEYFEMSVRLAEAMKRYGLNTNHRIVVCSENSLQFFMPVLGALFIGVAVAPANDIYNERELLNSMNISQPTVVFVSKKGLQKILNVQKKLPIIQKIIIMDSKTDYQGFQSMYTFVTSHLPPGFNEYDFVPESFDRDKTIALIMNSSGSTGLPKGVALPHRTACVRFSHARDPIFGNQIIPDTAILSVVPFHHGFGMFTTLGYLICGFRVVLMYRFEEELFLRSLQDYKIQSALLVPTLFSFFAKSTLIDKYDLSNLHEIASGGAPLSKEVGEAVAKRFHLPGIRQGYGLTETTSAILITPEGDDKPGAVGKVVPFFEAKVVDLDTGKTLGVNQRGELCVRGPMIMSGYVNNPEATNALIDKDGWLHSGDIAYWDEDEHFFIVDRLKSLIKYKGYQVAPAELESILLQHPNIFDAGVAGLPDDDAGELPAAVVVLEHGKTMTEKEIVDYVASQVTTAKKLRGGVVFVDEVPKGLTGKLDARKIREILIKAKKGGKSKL
TNAP inh no acc: TNAP (human) inhibition, acceptor-free conditions. P05186. purified TNAP, CDP-star luminescence, 30 min. inhibition, % at 20 µM. actives 0.26% (n = 200,000);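 active means tissue-nonspecific alkaline phosphatase inhibition above about 50% at 20 µM in the single-dose screen, limit read from the data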;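 further: 0% = DMSO negative control and 100% = EDTA positive control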
RAM inhibit: yeast RAM network inhibition. inhibition, % at 50 µM. S. cerevisiae dse1pr::URA3 reporter, 5-FOA growth OD615, 2 d; analog-sensitive cbk1-as2 kinase mutant strain. actives 1.8% (n = 190,000). AID 868;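 active means inhibition above a set limit, 3 SD over mean compound inhibition, cut at about 8.4% in these data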;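 further: 0% = DMSO-only wells with no growth and 100% = 10 µM 1-NA-PP1 full growth; inhibition rescues growth on 5-FOA so higher OD means more RAM inhibition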
L major viab: Leishmania major promastigote growth inhibition; inhibition, % at 10 µM; actives 9% (n = 200,000); Leishmania major promastigotes, resazurin fluorescence viability; in the data active means inhibition above about 50%;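 further: promastigotes grown with compound for 44 hours at 28 °C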
TNAP act hiacc: activators of human TNAP at high phosphate acceptor concentration; 200,000 tested, under 10 active; purified TNAP, CDP-star luminescence, 1 M DEA, 30 min; stronger effect = higher value; 0 = EDTA background, 1 = DMSO-only activity; P05186; activation factor at 20 µM;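 active means activation factor at least 2 at 20 µM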
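Control set: EDTA negative control, DMSO positive control / Assay system: human TNAP / Quantity: TNAP 1/800 final / Evaluation: TNAP activation factor scaled between EDTA and DMSO control wells / Measured by: luminescent substrate turnover signal / Compound dosing: one dose, 20 µM / Times: 30 min enzyme reaction at room temperature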
FLuc stim CS: firefly luciferase counter-screen for stimulation assays | ATPlite luciferase biochemical, luminescence, 10 min; 0 = ATP-free wells, 1 = DMSO control | 200,000 tested, under 10 active | AID 1027 | P08659 | activation factor at 10 µM;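 active means luciferase activation factor, scaled between plate controls, of at least 2 with compound at 10 µM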
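Material: luciferase plus luciferin reagent, cell-free. Medium: PBS buffer for ATP. Also added: ATP substrate, dispensed from a 10.24 µM working solution in PBS. Doses: test compounds dosed from 2 mM stocks in 100% DMSO. Incubation: 10 min post-reagent at room temperature. Technique: light output (luminescence). Read-out basis: luminescence gain marking luciferase activators.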
APP transl inh: APP translation inhibition; inhibition, % at 2 µM; AID 1285; actives 0.82% (n = 190,000); SH-SY5Y APP 5'UTR-luciferase reporter, luminescence;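 active means inhibition above a set limit, derived from the sample mean plus 3 SD, cut at about 45% in these data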; further: values of inactives mirror those of a sister screen read the other way
An asterisk follows results filed as active.

The opening 2 compounds as a preview:
What do the screens show for `O=C(C[n+]1cc(-c2ccc(F)cc2)n2c1CCC2)N1c2ccccc2Sc2ccccc21`?
TNAP inh hi DEA: -5; bIAP inh: 2; bIAP act: 1; FLuc inh counter: 15; TNAP inh no acc: -12; RAM inhibit: -0.4; L major viab: 91*; TNAP act hiacc: 1.1; FLuc stim CS: 0.8; APP transl inh: -109

How did O=C(O)c1cccc(S(=O)(=O)Nc2ccc(O)cc2Sc2nc3ccccc3s2)c1 do in these assays?
TNAP inh hi DEA: 2; bIAP inh: 11; bIAP act: 0.9; FLuc inh counter: -6; TNAP inh no acc: -1; RAM inhibit: 2.6; L major viab: 4; TNAP act hiacc: 1; FLuc stim CS: 1.1; APP transl inh: 8

All compounds of this part, from the start:
What do the screens show for `O=C(C[n+]1cc(-c2ccc(F)cc2)n2c1CCC2)N1c2ccccc2Sc2ccccc21`?
TNAP inh hi DEA: -5; bIAP inh: 2; bIAP act: 1; FLuc inh counter: 15; TNAP inh no acc: -12; RAM inhibit: -0.4; L major viab: 91*; TNAP act hiacc: 1.1; FLuc stim CS: 0.8; APP transl inh: -109

How did O=C(O)c1cccc(S(=O)(=O)Nc2ccc(O)cc2Sc2nc3ccccc3s2)c1 do in these assays?
TNAP inh hi DEA: 2; bIAP inh: 11; bIAP act: 0.9; FLuc inh counter: -6; TNAP inh no acc: -1; RAM inhibit: 2.6; L major viab: 4; TNAP act hiacc: 1; FLuc stim CS: 1.1; APP transl inh: 8

What do the screens show for `O=C(NCCc1c[nH]c2ccccc12)C1CCC(Cn2c(=S)[nH]c3ccccc3c2=O)CC1` (stereo not given)?
TNAP inh hi DEA: 2; bIAP inh: -11; bIAP act: 1.1; FLuc inh counter: -4; TNAP inh no acc: 0; RAM inhibit: 1.7; L major viab: 100*; TNAP act hiacc: 1; FLuc stim CS: 1; APP transl inh: -2

How did CN(C)S(=O)(=O)N1CCN(CC(O)COc2ccc(C(=O)c3ccccc3)cc2)CC1 (stereo not given) do in these assays?
TNAP inh hi DEA: -4; bIAP inh: -8; bIAP act: 1.1; FLuc inh counter: -5; TNAP inh no acc: 0; RAM inhibit: 0.5; L major viab: 93*; TNAP act hiacc: 1; FLuc stim CS: 1.1; APP transl inh: 5

Results for COc1ccccc1C/C(N)=N/OC(=O)COc1cccc(C)c1 ?
TNAP inh hi DEA: -10; bIAP act: 0.5; FLuc inh counter: -6; TNAP inh no acc: -11; RAM inhibit: 0.4; L major viab: -4; TNAP act hiacc: 1.1; FLuc stim CS: 1.1; APP transl inh: 12

What do the screens show for `Cc1oc(-c2cc(F)ccc2F)nc1CN(C)Cc1ccc2nccnc2c1`?
TNAP inh hi DEA: -4; bIAP inh: 1; bIAP act: 1; FLuc inh counter: -6; TNAP inh no acc: -2; RAM inhibit: 2.1; L major viab: 75*; TNAP act hiacc: 1; FLuc stim CS: 1.1; APP transl inh: 12

What do the screens show for `O=[N+]([O-])c1cccnc1N1CCN(c2ccccc2F)CC1`?
TNAP inh hi DEA: -1; bIAP inh: 16; bIAP act: 0.8; FLuc inh counter: 0; TNAP inh no acc: -1; RAM inhibit: 0.3; L major viab: -2; TNAP act hiacc: 1; FLuc stim CS: 1; APP transl inh: 13

What do the screens show for `COc1ccc(C(=O)CC(c2ccccc2)S(=O)(=O)c2ccc(C)cc2)cc1` (stereo not given)?
TNAP inh hi DEA: -5; bIAP inh: 5; bIAP act: 1; FLuc inh counter: -3; TNAP inh no acc: 0; RAM inhibit: 1.1; L major viab: 40; TNAP act hiacc: 1; FLuc stim CS: 1; APP transl inh: -43

How did FC(F)Oc1cccc(NC(=S)N2CCN(c3ccccn3)CC2)c1 do in these assays?
TNAP inh hi DEA: -2; bIAP inh: 3; bIAP act: 1; FLuc inh counter: -2; TNAP inh no acc: -4; RAM inhibit: 1.9; L major viab: 0; TNAP act hiacc: 1; FLuc stim CS: 1; APP transl inh: 2

What do the screens show for `CC(=O)c1sc(Nc2ccc(C)cc2)nc1C`?
TNAP inh hi DEA: -2; bIAP inh: 1; bIAP act: 1; FLuc inh counter: -4; TNAP inh no acc: -14; RAM inhibit: 2.8; L major viab: -4; TNAP act hiacc: 1; FLuc stim CS: 1; APP transl inh: -10

How did NC(=O)C1CCN(C(=O)CSc2nc3ccccc3s2)CC1 do in these assays?
TNAP inh hi DEA: -6; bIAP inh: 17; bIAP act: 0.8; FLuc inh counter: -6; TNAP inh no acc: -11; RAM inhibit: 2.0; L major viab: 3; TNAP act hiacc: 1.1; FLuc stim CS: 1.1; APP transl inh: -14

How did CC1(C)CC(=O)c2cc(C(=O)NC3CCSC3=O)c(=O)n(-c3ccc(Cl)cc3)c2C1 (stereo not given) do in these assays?
TNAP inh hi DEA: 5; bIAP inh: -3; bIAP act: 1; FLuc inh counter: -4; TNAP inh no acc: -9; RAM inhibit: 0.3; L major viab: 3; TNAP act hiacc: 0.9; FLuc stim CS: 1; APP transl inh: 4

What do the screens show for `Oc1ccc2ccccc2c1/C=N/Nc1nnc(-c2ncc[nH]2)c2ccccc12`?
TNAP inh hi DEA: 21; bIAP inh: 23; bIAP act: 0.8; FLuc inh counter: 16; TNAP inh no acc: -1; RAM inhibit: 1.3; L major viab: 100*; TNAP act hiacc: 0.8; FLuc stim CS: 0.8; APP transl inh: -6

How did CC(C)CCn1c(SCC(=O)c2ccccc2)nc2c1c(=O)[nH]c(=O)n2C do in these assays?
TNAP inh hi DEA: -3; bIAP inh: 9; bIAP act: 0.9; FLuc inh counter: -4; TNAP inh no acc: -5; RAM inhibit: 0.9; L major viab: -1; TNAP act hiacc: 1; FLuc stim CS: 1; APP transl inh: 3

Results for CC(C)(C)c1ccc(OCc2ccc(C(=O)N3CCOCC3)o2)cc1 ?
TNAP inh hi DEA: 0; bIAP inh: -10; bIAP act: 1.1; FLuc inh counter: 21; TNAP inh no acc: -4; RAM inhibit: -1.2; L major viab: 2; TNAP act hiacc: 1; FLuc stim CS: 0.8; APP transl inh: -21

How did Cc1ccsc1CNn1cnnc1SCc1ccccc1F do in these assays?
TNAP inh hi DEA: -4; bIAP inh: 23; bIAP act: 0.8; FLuc inh counter: -4; TNAP inh no acc: -10; RAM inhibit: 2.1; L major viab: 1; TNAP act hiacc: 1; FLuc stim CS: 1; APP transl inh: 8

How did CCC(C)C(=O)N1CCc2cc(-c3csc(N)n3)ccc21 (stereo not given) do in these assays?
TNAP inh hi DEA: -4; bIAP inh: 7; bIAP act: 0.9; FLuc inh counter: 67*; TNAP inh no acc: -14; RAM inhibit: 0.4; L major viab: 0; TNAP act hiacc: 1; FLuc stim CS: 0.3; APP transl inh: -86

How did N#C/C(=N\Nc1c(Cl)cccc1Cl)C(=O)NN do in these assays?
TNAP inh hi DEA: 0; bIAP inh: 13; bIAP act: 0.9; FLuc inh counter: 12; TNAP inh no acc: -3; RAM inhibit: 1.2; L major viab: -4; TNAP act hiacc: 1; FLuc stim CS: 0.9; APP transl inh: 8

How did COc1nccnc1NS(=O)(=O)c1ccc(NC(=S)NC(=O)c2ccccc2)cc1 do in these assays?
TNAP inh hi DEA: 0; bIAP inh: 19; bIAP act: 0.8; FLuc inh counter: -7; TNAP inh no acc: -2; RAM inhibit: 0.7; L major viab: -10; TNAP act hiacc: 1; FLuc stim CS: 1.1; APP transl inh: 2

How did C#Cc1ccc(C(=O)NCc2ccc(N3CCCC3=O)cc2)cc1 do in these assays?
TNAP inh hi DEA: -5; bIAP inh: -22; bIAP act: 1.2; FLuc inh counter: -4; TNAP inh no acc: -8; RAM inhibit: 1.6; L major viab: -10; TNAP act hiacc: 1; FLuc stim CS: 1; APP transl inh: -18

Results for O=C(Nc1ccccc1C(=O)N/N=C/c1ccco1)c1ccccc1 ?
TNAP inh hi DEA: -1; bIAP inh: -16; bIAP act: 1.2; FLuc inh counter: 76*; TNAP inh no acc: -8; RAM inhibit: 0.9; L major viab: 20; TNAP act hiacc: 1; FLuc stim CS: 0.2; APP transl inh: -10

How did Cc1cccc(C2=N/C(=C\c3cccs3)C(=O)O2)c1 do in these assays?
TNAP inh hi DEA: -4; bIAP inh: -9; bIAP act: 1.1; FLuc inh counter: 65*; TNAP inh no acc: 1; RAM inhibit: 6.2; L major viab: -5; TNAP act hiacc: 1; FLuc stim CS: 0.3; APP transl inh: -18

What do the screens show for `O=C(CN1CCC(NC(=O)c2ccccc2Cl)CC1)NCc1ccco1`?
TNAP inh hi DEA: -5; bIAP inh: 9; bIAP act: 0.9; FLuc inh counter: -5; TNAP inh no acc: -11; RAM inhibit: -1.0; L major viab: 10; TNAP act hiacc: 1.1; FLuc stim CS: 1.1; APP transl inh: -16

How did CCn1c(SCC(=O)Nc2nc(-c3ccc(C)cc3)cs2)nnc1-c1ccccc1O do in these assays?
TNAP inh hi DEA: -4; bIAP inh: -13; bIAP act: 1.1; FLuc inh counter: -4; TNAP inh no acc: -18; RAM inhibit: 5.7; L major viab: 100*; TNAP act hiacc: 1; FLuc stim CS: 1; APP transl inh: 3

What do the screens show for `C=CCN(CC=C)CCOc1cccc2ccccc12`?
TNAP inh hi DEA: -3; bIAP inh: 2; bIAP act: 1; FLuc inh counter: -2; TNAP inh no acc: -4; RAM inhibit: 4.2; L major viab: 62*; TNAP act hiacc: 1; FLuc stim CS: 1; APP transl inh: -6

How did CCNc1ccc2c(Cl)cc(=O)oc2c1 do in these assays?
TNAP inh hi DEA: -8; bIAP inh: 0; bIAP act: 1; FLuc inh counter: -4; TNAP inh no acc: -13; RAM inhibit: 2.3; L major viab: -2; TNAP act hiacc: 1.1; FLuc stim CS: 1; APP transl inh: 5

What do the screens show for `Cc1c2c(nc3nnnn13)CCCC2`?
TNAP inh hi DEA: -2; bIAP inh: -10; bIAP act: 1.1; FLuc inh counter: -2; TNAP inh no acc: -5; RAM inhibit: 0.7; L major viab: -5; TNAP act hiacc: 1; FLuc stim CS: 1; APP transl inh: -18

Results for Cc1cc(C)cc(NC(=S)N2CCC(c3nc4ccccc4s3)CC2)c1 ?
TNAP inh hi DEA: -6; bIAP inh: -1; bIAP act: 1; FLuc inh counter: -6; TNAP inh no acc: -6; RAM inhibit: 2.8; L major viab: -3; TNAP act hiacc: 1.1; FLuc stim CS: 1.1; APP transl inh: -10

What do the screens show for `COc1c(OC)c(O)c2c(=O)cc(-c3c(O)cccc3O)oc2c1OC`?
TNAP inh hi DEA: 2; bIAP inh: -11; bIAP act: 1.1; FLuc inh counter: 8; TNAP inh no acc: 4; RAM inhibit: 2.0; L major viab: -9; TNAP act hiacc: 1; FLuc stim CS: 0.9; APP transl inh: 10

What do the screens show for `Cc1c(C(=O)N2CCC(C)CC2)oc2ccc(S(=O)(=O)N3CCC4(CC3)OCCO4)cc12`?
TNAP inh hi DEA: -4; bIAP inh: -5; bIAP act: 1.1; FLuc inh counter: -10; TNAP inh no acc: 0; RAM inhibit: -0.3; L major viab: -1; TNAP act hiacc: 1; FLuc stim CS: 1.1

How did COC(=O)c1ccc2c(c1)N(C)C(=O)CS2 do in these assays?
TNAP inh hi DEA: -4; bIAP inh: 9; bIAP act: 0.9; FLuc inh counter: -3; TNAP inh no acc: -13; RAM inhibit: 0.2; L major viab: -5; TNAP act hiacc: 1; FLuc stim CS: 1; APP transl inh: 4
